Source: PubChem BioAssay
DDE Tn6 FP inh = inhibitors of Tn6 peptide binding to fibrin DD(E), primary screen, biochemical, fluorescence polarization, human fibrin, Tn6 probe; inhibition, % at 8.3 µM; Fibrinogen beta chain (Homo sapiens), P02675; Fibrin DD(E) TRITC-Tn6 fluorescence polarization displacement; hit rate 0.21% among 370,000;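 active means inhibition above a per-campaign cutoff: mean of compounds within control limits plus 3 SD, cut at about 15% in these data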;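 further: 0% = median of all compound wells on the plate and 100% = blocking peptide control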
ADAM10 inh = human ADAM10 inhibitors, primary screen, biochemical, QFRET, HTS; AID 720582, 2013; recombinant ADAM10, EDANS/DABCYL FRET peptide cleavage, 3 h; inhibition, % at 7 µM; hit rate 0.62% among 370,000;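 active means inhibition above a per-campaign cutoff equal to the mean of compounds falling between control-based bounds plus 3 SD, cut at about 20% in these data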;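 further: 0% = DMSO wells while the 100% control is not disclosed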
Target sequence (O14672 214-748 limits assumed): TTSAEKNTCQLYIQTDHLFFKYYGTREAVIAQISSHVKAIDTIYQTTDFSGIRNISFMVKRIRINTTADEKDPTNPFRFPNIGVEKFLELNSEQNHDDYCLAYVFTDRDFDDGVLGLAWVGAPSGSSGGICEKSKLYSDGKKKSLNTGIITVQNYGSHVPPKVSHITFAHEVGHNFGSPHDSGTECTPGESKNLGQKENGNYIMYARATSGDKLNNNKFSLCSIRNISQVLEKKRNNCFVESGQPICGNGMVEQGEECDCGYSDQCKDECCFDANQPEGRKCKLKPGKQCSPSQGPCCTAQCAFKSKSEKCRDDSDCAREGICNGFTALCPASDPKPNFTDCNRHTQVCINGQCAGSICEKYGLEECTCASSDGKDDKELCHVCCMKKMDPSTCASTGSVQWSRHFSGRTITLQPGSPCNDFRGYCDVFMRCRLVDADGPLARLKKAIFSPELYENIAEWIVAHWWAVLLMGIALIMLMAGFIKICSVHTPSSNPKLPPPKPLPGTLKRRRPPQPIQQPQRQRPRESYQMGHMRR
PLCg1 inh = PLC-gamma1 enzyme inhibitors, primary screen, biochemical, fluorescence, purified enzyme. fluorogenic substrate. 1-phosphatidylinositol 4,5-bisphosphate phosphodiesterase gamma-1 (Homo sapiens), P19174. inhibition, % at 12.2 µM. AID 720700, 2013. hit rate 0.84% among 370,000; in the data active means inhibition above about 9.5%
SIAE inh = human SIAE inhibitors, primary screen, biochemical, fluorescence polarization, FP-Rh probe, 1536-well HTS; SIAE FP-Rh probe binding; inhibition, % at 9.66 µM; hit rate 0.69% among 370,000; AID 1053197, 2014;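 active means inhibition above a cutoff: mean of compounds within the control limits plus 3 SD of those, cut at about 17% in these data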;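 further: 0% = plate median of compound wells and 100% = probe without SIAE protein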
TDP2 inh = human TDP2 enzyme inhibitors, primary screen, biochemical, epi absorbance, recombinant enzyme. Tyrosyl-DNA phosphodiesterase 2 (Homo sapiens), O95551. T5PNP hydrolysis, p-nitrophenol absorbance 415 nm. inhibition, % at 12.8 µM. hit rate 0.34% among 370,000. AID 720702, 2013;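 active means inhibition above the mean of all tested compounds plus 3 SD, set per campaign, cut at about 25% in these data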;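 further: 0% = DMSO with enzyme and 100% = buffer with substrate but no TDP2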
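System: recombinant human TDP2 / Amount: 120 nM TDP2 per well / Also added: 5 mM T5PNP chromogenic substrate / Doses: 12.8 µM single point, 1% DMSO / Incubation: 2 h at 37 °C / Detection: p-Nitrophenol epi absorbance / Evaluation: % inhibition relative to enzyme-containing and enzyme-free wells / Repeats: singlicate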
Tn7 DDE FP = inhibitors of Tn7 peptide binding to fibrin DD(E), primary screen, biochemical, fluorescence polarization, human fibrin, Tn7 probe. AID 720508, 2013. inhibition, % at 8.3 µM. hit rate 0.13% among 370,000. Fibrinogen beta chain (Homo sapiens), P02675. FP displacement of FITC-Tn7 peptide from fibrin DD(E); 0% = median of compound wells per plate;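 active means inhibition above the mean of compounds falling within the control limits plus 3 SD of them, cut at about 14% in these data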;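 further: 0% = plate median of compound wells and 100% = 10 µM Aha-Tn7 peptide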
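assay system = human clot-derived fibrin DD(E) complex | quantity = Fibrin-DD(E) at 2 µM final | timing = 10 min preincubation, 3 h with tracer, room temperature | signal = fluorescence polarization | measure = percent inhibition | benchmarks = high control wells with 10 µM unlabelled Aha-Tn7 peptide (full inhibition) | replicates = singlicate testing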
PLC-beta3 inh = human PLC-beta3 inhibitors, primary screen, biochemical, fluorescence | hit rate 0.18% among 370,000 | inhibition, % at 12.2 µM | Purified PLC-beta3, fluorogenic substrate; in the data active means inhibition above about 11%;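 further: 0% = median of compound wells on plate and 100% = full blocker control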
ARFGAP1 inh = inhibitors of rat ARFGAP1 GAP activity, primary screen, biochemical, fluorescence polarization, GDP tracer | ADP-ribosylation factor GTPase-activating protein 1 (Rattus norvegicus), Q62848 | Arfgap1-stimulated ARF1 GTP hydrolysis, GDP FP detection | inhibition, % at 16.5 µM | hit rate 0.26% among 360,000 | AID 651572, 2012;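 active means inhibition above a per-plate limit, mean inhibition of low control wells plus 3 SD, cut at about 25% in these data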;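 further: 0% = DMSO wells with enzyme and 100% = wells lacking Arfgap1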
Target sequence (Q62848 1-136 limits assumed): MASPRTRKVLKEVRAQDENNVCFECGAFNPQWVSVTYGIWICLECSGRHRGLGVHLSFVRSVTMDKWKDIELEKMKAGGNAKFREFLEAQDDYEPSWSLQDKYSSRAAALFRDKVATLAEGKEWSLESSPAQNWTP
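Material: rat Arfgap1 catalytic domain, aa 1-136; also added: human ARF1(Δ1-17)-GTP substrate; compound dosing: one concentration, 16.5 µM, DMSO 1.26%; incubation: GTP hydrolysis reaction 2 h at 25 °C; measured by: Tracer-displacement fluorescence polarization with EDTA stop, 620/688 nm; evaluation: % inhibition from polarization; repeats: one replicate per compound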
ASAP1 inh = inhibitors of human ASAP1 ArfGAP activity, primary screen, biochemical, fluorescence polarization; ASAP1-stimulated ARF1 GTP hydrolysis, GDP FP detection; hit rate 0.19% among 360,000; inhibition, % at 16.5 µM; Arf-GAP with SH3 domain, ANK repeat and PH domain-containing protein 1 (Homo sapiens), …; in the data active means inhibition above about 25%;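 further: 0% = vehicle with enzyme and substrate and 100% = no enzyme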
Target sequence (Q9ULH1 325-724 limits assumed): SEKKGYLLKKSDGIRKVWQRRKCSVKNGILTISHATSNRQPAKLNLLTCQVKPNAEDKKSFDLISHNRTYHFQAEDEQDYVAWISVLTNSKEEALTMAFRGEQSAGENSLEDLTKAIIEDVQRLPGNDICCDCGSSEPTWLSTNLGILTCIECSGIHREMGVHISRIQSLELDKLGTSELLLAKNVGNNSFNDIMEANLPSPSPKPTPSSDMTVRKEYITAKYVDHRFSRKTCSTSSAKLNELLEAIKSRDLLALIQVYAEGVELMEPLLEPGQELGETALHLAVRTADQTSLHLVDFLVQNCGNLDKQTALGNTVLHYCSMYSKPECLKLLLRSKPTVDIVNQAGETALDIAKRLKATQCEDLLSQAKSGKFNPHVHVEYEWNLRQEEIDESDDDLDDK
ADAM17 inh = ADAM17 inhibitors, primary screen, biochemical, QFRET. recombinant ADAM17, EDANS/DABCYL FRET peptide cleavage. Disintegrin and metalloproteinase domain-containing protein 17 (Homo sapiens), P78536. AID 720648, 2013. inhibition, % at 6.95 µM. hit rate 0.83% among 370,000;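 active means inhibition above the mean of compounds lying between control limits plus 3 SD, set per campaign, cut at about 8.5% in these data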;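 further: 0% = DMSO-only wells as the low control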
An asterisk follows results filed as active; i = inactive; . = not tested or not shown.

SMILES	DDE Tn6 FP inh	ADAM10 inh	PLCg1 inh	SIAE inh	TDP2 inh	Tn7 DDE FP	PLC-beta3 inh	ARFGAP1 inh	ASAP1 inh	ADAM17 inh
CCCC(=O)N1CCC1(C)C(=O)NS(=O)(=O)c1ccc(C#N)cc1 (configuration not stated)	3	-9	0	-1	0	-5	4	2	-10	-1
CSc1ncccc1C(=O)OCc1nc2ccsc2c(=O)[nH]1	-5	-14	-24	-8	7	4	-10	2	-4	-3
Cn1c(=O)c2ncn(CC(=O)Nc3nc(-c4ccc(Cl)cc4)cs3)c2n(C)c1=O	-1	-1	0	-2	16	-2	-6	3	-5	-2
CCC(C)N1CCC(Oc2ccc(C(=O)NCc3ccccn3)cc2)CC1 (configuration not stated)	-4	-6	-1	-6	-8	-5	-1	9	5	-3
COc1ccccc1CN(C)C(=O)c1cnc(C)cn1	-2	1	0	0	7	0	-5	3	3	-5
Cc1cc(=O)n(Cc2ccco2)c(=S)[nH]1	5	-19	-1	8	-2	16*	-1	7	-11	-5
COc1cccc(C(C)(O)c2nc(-c3cnc4ccccc4c3)cs2)c1 (configuration not stated)	-2	10	1	-9	5	-1	-1	3	-3	3
O=C(COc1ccc(Br)cc1)Nc1nnc(-c2cccnc2)s1	3	-1	1	1	19	6	-5	0	-12	-4
COCCN(C(=O)c1ccccc1)c1nc(-c2ccc(OC)cc2)cs1	2	1	1	-3	-7	-2	1	3	10	-1
CC1CCN(C(=O)COC(=O)CCc2c[nH]c3ccccc23)CC1	0	-6	-2	3	4	4	-2	2	3	-1
CCCc1nc2ccc([N+](=O)[O-])cc2[nH]1	6	-1	2	1	0	6	-1	-12	-7	-2
Cc1ccc(NC(=O)Nc2ccccc2C(=O)NCc2ccccc2)cc1	5	-2	-17	8	-8	1	-19	-2	-11	-1
C[C@H](CO)N1C[C@H](C)[C@@H](CN(C)Cc2ccc3c(c2)OCO3)Oc2c(NC(=O)C3CCCCC3)cccc2C1=O	5	16	7	0	-9	0	-1	-9	9	3
O=C(COC(=O)c1cccc(S(=O)(=O)N2CCOCC2)c1)NCc1ccccc1	0	-12	3	2	4	0	-3	14	-2	-3
O=C(Oc1coc(CSc2ncccn2)cc1=O)c1ccc(Br)o1	-7	-3	-2	9	6	-7	2	0	10	0
COc1ccccc1N1CCN(CC(=O)NCCc2ccc(S(N)(=O)=O)cc2)CC1	-1	-17	-4	6	5	-1	1	-3	-6	1
O=C(O)c1cc(-c2ccc(/C=N/N3C(=O)C4C5C=CC(C6CC56)C4C3=O)o2)ccc1Cl (configuration not stated)	-6	-34	0	3	-2	2	-2	-2	-1	-15
Nc1nc(=O)n([C@@H]2CS[C@H](CO)O2)cc1F	8	7	14*	-10	-13	0	14*	.	.	0
CN1CCN(c2ccccc2NC(=O)c2ccc(-c3ccc(Cl)c(Cl)c3)o2)CC1	8	0	-14	-1	8	5	-22	-12	3	1
CC(=O)Nc1ccc(NC(=O)C(C)Sc2nc3ccccc3c(=O)n2Cc2ccco2)cc1 (configuration not stated)	-7	-3	-3	-6	-7	-1	-8	1	-6	1
COc1ccc(NS(=O)(=O)c2ccc(NC(=O)C3CC3)cc2)cc1	-3	4	1	-2	-12	-3	-3	2	2	-3
COc1cccc(NC(=O)c2ccc(NC(=O)C3CC(=O)OC34CCCCC4)cc2)c1 (configuration not stated)	-3	-1	1	5	17	-6	-3	-8	1	1
COC(=O)CCSCC(=O)Nc1ccc(S(=O)(=O)N2CCOCC2)cc1OC	-5	-6	0	-3	0	-1	0	8	-3	-1
Cc1cc(O)c(C=Nc2cccc(Cl)c2)c(=O)o1	-8	-7	-6	-11	-7	-1	-6	-12	8	-2
O=C(N/N=C/c1ccc(O)cc1)c1csc2c1CCCC2	3	-3	-14	0	1	-2	-11	-9	-9	2
Cc1c(C)c2ccc(OCC(=O)NCCc3c[nH]c4ccccc34)cc2oc1=O	-6	-23	-1	-1	-3	1	0	1	-6	-5
CCOc1ccc(OCC)c(S(=O)(=O)NNC(=O)c2c(C)nc3ccccn23)c1	-5	2	4	-5	-12	-2	7	-7	-14	3
COC(=O)c1ccc(N2C(=O)Nc3ccccc3N2O)cc1	-1	6	-1	3	9	0	4	-7	3	-2
CCN(c1ccccc1)S(=O)(=O)c1ccc(F)cc1	-1	8	-6	-3	-8	3	2	-1	-3	3
CCc1nc2c(n1O)CCc1nonc1-2	-1	6	2	1	3	-10	-52	1	14	2
CCCCn1c(=O)[nH]c(=O)c2c(C(=O)OCC)cc(-c3cccs3)nc21	0	i	-290	-9	9	3	-427	-5	-8	-282
CSc1ccc(CNC(=O)C(C)n2nc(C)c3c(C)n(-c4ccccc4)nc3c2=O)cc1 (configuration not stated)	1	-9	3	4	-3	-8	-5	13	11	2
COc1cccc(NC(=O)CN(C)C(=O)/C=C/c2cc(OC)ccc2OC)c1	-3	i	i	-11	-10	-4	i	15	-5	-439
Cc1cccc(C)c1NC1=C(Cl)C(=O)OC1OC(=O)c1ccccc1 (configuration not stated)	-10	11	2	-12	-7	-2	2	22	-5	-2
CCCn1nc(C(=O)OCc2nc(N)nc(Nc3ccccc3C)n2)c2ccccc2c1=O	1	-7	0	0	4	-1	-7	11	12	-2
COc1ccc(N(CC(=O)NCc2ccco2)S(C)(=O)=O)cc1	-1	-4	0	-8	8	0	2	9	-4	-4
NC(=S)N/N=C/c1ccc(-c2cc(Cl)cc(Cl)c2)o1	0	-55	-27	7	0	-1	-34	-9	-13	-18
CCC(CC)c1nnc(NC(=O)c2cccnc2SC)s1	2	7	3	1	-2	-3	1	5	-4	3
O=C(Nc1nccs1)c1cc(S(=O)(=O)N2CCOCC2)ccc1Cl	-4	7	4	3	-5	-1	2	3	-17	-2
CC(/C=N/NC(=O)c1ccc(Br)cc1)=C\c1ccccc1	4	3	-4	-8	-5	-1	-8	9	16	-3
O=c1c2[nH]c3ccc(F)cc3c2nc2n1CCS2	0	-62	-11	0	9	-2	-12	11	-1	-20
COc1ccc(CNc2cc(C)nc3ncnn23)c(OC)c1	1	-2	0	-4	-6	3	2	-8	6	-3
CCCC(=O)Nc1cc(-c2nn(C)c(=O)c3ccccc23)ccc1N1CCOCC1	1	6	-13	1	6	1	-14	-7	3	-1
COC(=O)N/N=C/c1ccc(-c2ccc(Cl)cc2Cl)o1	-3	3	-4	-13	-5	-1	-8	2	-9	0
CC(CN1CCCCC1)C(=O)NNC(=O)C12CC3CC(CC(C3)C1)C2 (configuration not stated)	10	-2	-1	-1	-12	10	-1	-14	-17	-4

The last 3 entries of the part before open the next one.
SMILES	DDE Tn6 FP inh	ADAM10 inh	PLCg1 inh	SIAE inh	TDP2 inh	Tn7 DDE FP	PLC-beta3 inh	ARFGAP1 inh	ASAP1 inh	ADAM17 inh
CCCC(=O)Nc1cc(-c2nn(C)c(=O)c3ccccc23)ccc1N1CCOCC1	1	6	-13	1	6	1	-14	-7	3	-1
COC(=O)N/N=C/c1ccc(-c2ccc(Cl)cc2Cl)o1	-3	3	-4	-13	-5	-1	-8	2	-9	0
CC(CN1CCCCC1)C(=O)NNC(=O)C12CC3CC(CC(C3)C1)C2 (configuration not stated)	10	-2	-1	-1	-12	10	-1	-14	-17	-4
CCOC(=O)C1(C)CCCCN1C(=O)c1cccnc1 (configuration not stated)	9	-5	-1	-4	0	-3	4	0	-8	-3
COc1ccc(Cl)cc1NC(=O)C1CCCO1 (configuration not stated)	2	2	-1	0	5	7	5	-3	-3	-2
CCc1ccc(NC(=O)C(=O)NNC(=O)c2cccs2)cc1	-4	2	2	1	-4	-6	-7	4	4	0
Cc1ccc(CSc2nc3ccsc3c(=O)n2Cc2ccccn2)cc1	-1	-2	-15	-6	-14	-6	-17	-1	8	2
O=C(c1ccco1)N1CCN(C(=O)c2ccc(CS(=O)c3ccc(Cl)cc3)o2)CC1 (configuration not stated)	-1	-9	-2	6	-7	6	-2	-6	-16	-2
COCCCN(Cc1ccco1)C(=O)c1cc2c(s1)-c1ccc(Cl)cc1S(=O)(=O)C2	0	-10	1	10	6	4	-1	-8	-2	-1
COc1ccc(NC(=O)COC(=O)/C=C/c2ccccc2[N+](=O)[O-])cc1	-2	-1	2	2	-14	-1	-2	10	-5	-1
C[C@H](CO)N1C[C@H](C)[C@@H](CN(C)S(=O)(=O)c2cccs2)OCc2cnnn2CCCC1=O	-8	-27	7	5	0	3	1	6	6	-4
CCCn1c(=O)c(-c2nc3ccccc3[nH]2)c(O)c2ccccc21	0	-49	-20	-2	-4	2	-33	4	-13	-18
CCOC(=O)C1(CCc2ccccc2)CCN(C(=O)c2cccc(C)n2)CC1	0	10	4	-7	-24	0	4	-2	-5	1
COc1ccc(NC(=O)CO/N=C/C(=O)Nc2ccccc2C)c([N+](=O)[O-])c1	0	-8	1	9	2	-2	2	6	-3	-4
Cc1cc(C)nc(NN=C(c2ccccc2)c2ccccc2)n1	3	3	8	-6	-1	-2	4	-1	-2	1
CCOC(=O)CN1C(=O)C(=O)N(Cc2ccccc2F)C1=O	10	1	-1	2	9	4	-5	-2	12	-6
Cc1ccccc1NS(=O)(=O)c1ccc2c(c1)CCC(=O)N2	1	0	13*	2	-4	-2	5	13	-13	4
Cc1ccc(S(=O)(=O)N2[C@@H](c3ccc(Br)cc3)C(C(=O)O)=CC[C@H]2c2cccc(Cl)c2)cc1	12	-7	-1	-1	-4	-7	0	9	5	-1
CCc1nnc(NC(=O)Cc2ccc(Br)cc2)s1	1	10	3	-1	-19	3	-1	-6	5	4
Cc1nn(C)c(C)c1/C=C1/SC(=S)NC1=O	2	7	0	2	-3	-4	5	9	0	-2
